Screens (PubChem)
GPR151 activ – activators of human GPR151, primary screen, cell-based, PathHunter beta-arrestin, luminescence. PathHunter beta-arrestin GPR151 cells. G-protein coupled receptor 151 (Homo sapiens), Q8TDV0. AID 1508602, 2020. activation, % at 11.2 µM. 650,000 compounds, 1% hits; in the data active = activation above about 4.9%;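 note: 0% = median of compound wells and 100% = cells with positive control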
Target sequence (Q8TDV0 whole entry, looked up): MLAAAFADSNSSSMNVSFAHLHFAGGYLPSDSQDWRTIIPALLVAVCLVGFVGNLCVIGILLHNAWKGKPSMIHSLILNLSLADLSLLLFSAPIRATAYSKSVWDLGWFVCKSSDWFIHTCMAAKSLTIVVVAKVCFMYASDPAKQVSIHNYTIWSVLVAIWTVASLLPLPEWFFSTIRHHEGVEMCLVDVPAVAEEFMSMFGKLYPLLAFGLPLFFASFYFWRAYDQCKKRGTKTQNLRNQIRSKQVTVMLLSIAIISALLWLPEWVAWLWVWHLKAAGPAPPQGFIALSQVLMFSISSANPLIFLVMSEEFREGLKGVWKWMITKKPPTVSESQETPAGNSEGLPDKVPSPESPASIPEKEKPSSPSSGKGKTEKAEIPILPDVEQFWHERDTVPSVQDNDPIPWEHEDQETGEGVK
TEAD-YAP block – TEAD-YAP interaction inhibition, primary screen, TEAD-YAP interaction inhibitor project, luminescence, HEK-TIYL cells; TEAD-Gal4/YAP UAS-luciferase luminescence; inhibition, % at 9.12 µM; 640,000 compounds, 1.4% hits; AID 1259422, 2018; in the data active = inhibition above about 32%;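 note: 0% = median of test compound wells and 100% = reference inhibitor wells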
FBW7 activator – FBW7 E3 ligase activators, primary screen, biochemical, AlphaScreen, human. F-box/WD repeat-containing protein 7 (Homo sapiens), Q969H0. AlphaScreen FBW7–phospho-cyclin E peptide binding, activator screen. normalized activity (activation), % at 26.1 µM. 650,000 compounds, 0.13% hits; in the data active = normalized activity above about 1.9%;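 note: purified mutant Fbw7 with reduced substrate affinity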
Target sequence (Q969H0 whole entry, looked up): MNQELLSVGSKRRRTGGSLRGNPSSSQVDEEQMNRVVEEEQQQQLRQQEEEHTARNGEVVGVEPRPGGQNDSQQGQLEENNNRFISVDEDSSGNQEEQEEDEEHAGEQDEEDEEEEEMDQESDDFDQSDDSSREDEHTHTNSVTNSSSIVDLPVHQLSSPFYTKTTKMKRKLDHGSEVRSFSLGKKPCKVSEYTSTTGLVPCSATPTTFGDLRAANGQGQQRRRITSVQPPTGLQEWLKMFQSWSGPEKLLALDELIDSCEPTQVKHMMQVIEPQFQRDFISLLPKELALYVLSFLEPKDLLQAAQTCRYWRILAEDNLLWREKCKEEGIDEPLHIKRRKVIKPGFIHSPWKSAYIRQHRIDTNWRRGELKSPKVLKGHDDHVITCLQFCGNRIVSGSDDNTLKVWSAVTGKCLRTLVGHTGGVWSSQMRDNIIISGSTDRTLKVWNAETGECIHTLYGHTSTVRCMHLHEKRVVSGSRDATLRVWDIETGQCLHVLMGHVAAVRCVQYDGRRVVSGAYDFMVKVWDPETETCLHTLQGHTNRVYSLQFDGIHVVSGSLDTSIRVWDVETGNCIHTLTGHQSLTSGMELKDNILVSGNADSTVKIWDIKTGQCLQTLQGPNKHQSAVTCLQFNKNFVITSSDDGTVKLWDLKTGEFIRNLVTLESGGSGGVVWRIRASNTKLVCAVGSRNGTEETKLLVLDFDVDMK
MITF primary – MITF inhibitors, primary screen, biochemical, AlphaScreen, human; AlphaScreen MITF homodimerization, bead proximity signal; inhibition, % at 2.6 µM; 650,000 compounds, 0.91% hits; AID 1259374, 2018; in the data active = inhibition above about 50%;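 note: 0% = vehicle wells with protein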
The depositor's hits bear a star. The order is random. About 3.4% of those tested had a hit in this group.

Screening COc1ccc(C(=O)COC(=O)c2ccccc2-c2ccccc2)cc1 returned GPR151 activ -0.6, TEAD-YAP block 1.7, FBW7 activator 0.6 and MITF primary 9.1.
Screening COc1ccc(OC)c(/C=C2/C(=N)N3N=C(C(F)(F)F)SC3=NC2=O)c1 returned GPR151 activ -1.3, TEAD-YAP block -5.9, FBW7 activator -0.1 and MITF primary 8.3.
For CC(=O)Nc1ccc(Oc2cc(C#N)c(C#N)cc2-n2nnc3ccccc32)cc1 the results were GPR151 activ -0.4, TEAD-YAP block 3.3, FBW7 activator 0.0 and MITF primary -2.3.
For COc1ccc(Cl)cc1NC(=O)c1cc(S(=O)(=O)N2CCOCC2)ccc1F the results were GPR151 activ 0.0, TEAD-YAP block 3.6, FBW7 activator 0.0 and MITF primary 6.0.
Screening Cc1ccc(N2C(=O)NC(=O)/C(=C/c3ccc(OCC(=O)O)cc3)C2=O)cc1 returned GPR151 activ 0.6, TEAD-YAP block 6.1, FBW7 activator -0.2 and MITF primary -5.3.
Screening O=C(OC(C(=O)NC1CCCC1)c1ccccc1)c1ccno1 (stereo not given) returned GPR151 activ -0.5, TEAD-YAP block 6.1, FBW7 activator -0.2 and MITF primary 2.8.
Screening CCS(=O)(=O)N1CCN(c2ccc([N+](=O)[O-])c(N3CCN(c4ccc(OC)cc4)CC3)c2)CC1 returned GPR151 activ 0.7, TEAD-YAP block 9.7, FBW7 activator -0.1 and MITF primary 2.7.
`CC1(C)CC(=O)c2sc(NC(=O)c3cccc(I)c3)nc2C1` gave GPR151 activ -0.3, TEAD-YAP block -37.9, FBW7 activator 0.2 and MITF primary 11.3.
`CN(Cc1ccccc1)C(=O)c1cc2c(=O)n3ccccc3nc2s1` gave GPR151 activ -1.1, TEAD-YAP block -21.5, FBW7 activator 0.1 and MITF primary -6.0.
N#Cc1ccc(Oc2ccc(C(=O)c3ccccc3)cc2)c([N+](=O)[O-])c1 was read as GPR151 activ 0.4, TEAD-YAP block 4.9, FBW7 activator -0.1 and MITF primary -5.7.
For O=S(=O)(NCC(c1cccs1)S(=O)(=O)c1cccs1)c1cccs1 (stereo not given) the results were GPR151 activ 1.7, TEAD-YAP block -6.9, FBW7 activator 0.0 and MITF primary -7.7.
Screening COCCNC(=O)c1c(C(F)(F)F)nc2ccc(C)cn12 returned GPR151 activ -0.6, TEAD-YAP block 4.4, FBW7 activator 0.3 and MITF primary 5.4.
`COc1cc(/C=N/NC(=S)NC(C)C)cc(OC)c1OC(C)=O` gave GPR151 activ 0.9, TEAD-YAP block 3.1, FBW7 activator 0.0 and MITF primary -1.4.
Screening CCOC(=O)CNC(=O)CSc1nc(C(C)(C)C)nc2ccccc12 returned GPR151 activ 0.7, TEAD-YAP block -6.1, FBW7 activator 0.1 and MITF primary 18.6.
Screening NC(=O)Nc1ccc(I)cc1 returned GPR151 activ -1.4, TEAD-YAP block 2.0, FBW7 activator 0.3 and MITF primary 5.9.
For NC(=O)C1CCN(C(=O)c2cc3cc(Br)ccc3oc2=O)CC1 the results were GPR151 activ 0.4, TEAD-YAP block -5.2, FBW7 activator -0.1 and MITF primary 4.5.
For COc1ccc(C2=N/C(=C\c3cc(Br)ccc3OC)C(=O)O2)c(Br)c1 the results were GPR151 activ -0.8, TEAD-YAP block 13.7, FBW7 activator 0.4 and MITF primary -3.5.
For C#CCN1C(=O)S/C(=C/c2cc([N+](=O)[O-])ccc2Cl)C1=O the results were GPR151 activ 1.0, TEAD-YAP block -10.1, FBW7 activator 0.0 and MITF primary 5.5.
Cc1ccc(OCc2nc(-c3cccc([N+](=O)[O-])c3)no2)cc1C was read as GPR151 activ -1.5, TEAD-YAP block 9.0, FBW7 activator -0.1 and MITF primary -2.7.
Cc1sc2[nH]c(=O)n(-c3ccccc3)c(=O)c2c1C was read as GPR151 activ 0.4, TEAD-YAP block -2.2, FBW7 activator 0.0 and MITF primary -1.0.
For Cc1ccc(-n2nc3c(c2NC(=O)c2c(-c4ccccc4Cl)noc2C)CS(=O)(=O)C3)c(C)c1 the results were GPR151 activ 4.1, TEAD-YAP block 2.8, FBW7 activator 0.0 and MITF primary 7.2.
For CCOC(=O)c1cc2c(=O)n3ccccc3nc2n(Cc2ccco2)c1=NC(=O)c1cc(OC)c(OC)c(OC)c1 the results were GPR151 activ 2.3, TEAD-YAP block 9.0, FBW7 activator 0.4 and MITF primary 6.8.
`CN(C)CCOc1cc(-c2cn[nH]c2)ccc1NC(=O)C1COc2ccccc2O1` (stereo not given) gave GPR151 activ 0.5, TEAD-YAP block -0.4, FBW7 activator -0.1 and MITF primary -13.3.
For O=C1c2ccc(-c3nc4ccccc4o3)cc2C(=O)N1c1cccc(N2C(=O)c3ccc(-c4nc5ccccc5o4)cc3C2=O)n1 the results were GPR151 activ 0.5, TEAD-YAP block -11.4, FBW7 activator -0.2 and MITF primary 2.0.
`N#Cc1cccc(OCCCN2CCC(=O)N(Cc3ccc(Cl)nc3)CC2)c1` gave GPR151 activ -1.5, TEAD-YAP block 8.9, FBW7 activator 0.4 and MITF primary 11.4.
`CCc1ccc(C(=O)N2CCN3C(=O)[C@H](C)N(C)C(=O)[C@H]3C2)cc1` gave GPR151 activ 1.2, TEAD-YAP block -2.0, FBW7 activator 0.2 and MITF primary 5.4.
For Cc1cc(C)n(CC(C)NC(=O)CCc2nnc(CCc3ccccc3)o2)n1 (stereo not given) the results were GPR151 activ -1.5, TEAD-YAP block -6.8, FBW7 activator -0.1 and MITF primary 0.2.
For Cc1ccc(C(=O)N2CCN(c3ccccn3)CC2)cc1[N+](=O)[O-] the results were GPR151 activ -0.9, TEAD-YAP block 13.3, FBW7 activator 0.3 and MITF primary 18.5.
`CC(=O)c1ccc(OC(=O)C2OC3OC4(CCCCC4)OC3C3OC4(CCCCC4)OC23)cc1` (stereo not given) gave GPR151 activ 0.3, TEAD-YAP block 6.4, FBW7 activator -0.2 and MITF primary -13.2.
Screening Nc1ccc(C(=O)Nc2ccccc2)c(N)c1 returned GPR151 activ 1.4, TEAD-YAP block -7.2, FBW7 activator 0.0 and MITF primary 2.2.
`O=c1/c(=C\c2cc3c(cc2[N+](=O)[O-])OCO3)sc2nc3cc(Br)cnc3n12` gave GPR151 activ 0.0, TEAD-YAP block 2.7, FBW7 activator 0.0 and MITF primary -2.4.
Screening CCOC(=O)CC(=O)CSc1nc2c(sc(=S)n2-c2ccccc2OCC)c(=O)n1-c1ccccc1F returned GPR151 activ -0.7, TEAD-YAP block 0.6, FBW7 activator 0.0 and MITF primary -14.5.
Screening O=C(O)c1ccc(S(=O)(=O)Nc2ccc3oc4c(c3c2)C(=O)CCC4)cc1 returned GPR151 activ 0.6, TEAD-YAP block 3.4, FBW7 activator 0.2 and MITF primary 10.8.
For O=C(/C=C/c1ccc([N+](=O)[O-])cc1)N1CCN(Cc2ccc3c(c2)OCO3)CC1 the results were GPR151 activ 1.5, TEAD-YAP block 11.4, FBW7 activator 0.0 and MITF primary 21.2.
C[C@@H](OCc1ccccc1)[C@@H]1NC(=O)[C@H]2CN(Cc3ccccc3F)CCN2C1=O was read as GPR151 activ -1.0, TEAD-YAP block 4.1, FBW7 activator 0.3 and MITF primary 15.2.
For Cc1cnc(=O)[nH]c1SCc1ccc(Cl)cc1 the results were GPR151 activ 2.8, TEAD-YAP block 8.0, FBW7 activator -0.2 and MITF primary -6.5.
CCCN(CCC)CCNC(=O)c1nn(-c2ccc(OCC)cc2)c(=O)c2ccccc12 was read as GPR151 activ -1.4, TEAD-YAP block -4.4, FBW7 activator 0.1 and MITF primary 7.4.
For C[C@@H]1NC(=O)[C@@H]2C[C@H](NC(=O)c3cccc(Cl)c3)CN2C1=O the results were GPR151 activ 0.2, TEAD-YAP block -2.9, FBW7 activator -0.2 and MITF primary 2.7.
`O=C(NCc1ccco1)c1c(O)c2c([nH]c1=O)CCCC2` gave GPR151 activ -0.2, TEAD-YAP block -11.1, FBW7 activator 0.0 and MITF primary 2.1.
Screening CCOc1ccc2ccccc2c1C(=O)NCC1COC2(CCCCC2)O1 (stereo not given) returned GPR151 activ 0.3, TEAD-YAP block 7.6, FBW7 activator 0.4 and MITF primary 18.2.
Clc1ccc(Nc2nccn3c(-c4ccc5[nH]ccc5c4)cnc23)cc1 was read as GPR151 activ 0.0, TEAD-YAP block -55.3, FBW7 activator 0.2 and MITF primary 22.2.
Screening Cc1cccc(C(=O)OCc2ccc([N+](=O)[O-])cc2)c1 returned GPR151 activ 0.9, TEAD-YAP block 2.5, FBW7 activator -0.1 and MITF primary 13.2.
O=C(Nc1ccc(Cl)c(-c2nc3ccccc3[nH]2)c1)c1cccc(F)c1 was read as GPR151 activ -0.9, TEAD-YAP block 2.1, FBW7 activator 0.0 and MITF primary 4.7.
For O=C(CN1CCN(c2ccc(F)c(F)c2)C1=O)NC1CC1 the results were GPR151 activ 0.5, TEAD-YAP block 6.2, FBW7 activator 0.0 and MITF primary -2.3.
Screening N#CC(C#N)=C(N)/C(C#N)=C/c1ccc(-c2cccc(Cl)c2)o1 returned GPR151 activ 0.3, TEAD-YAP block 0.7, FBW7 activator -0.1 and MITF primary 7.7.
`NC(=O)CNC1CC(=O)N(c2ccc(Br)cc2)C1=O` (stereo not given) gave GPR151 activ -1.8, TEAD-YAP block -1.6, FBW7 activator -0.1 and MITF primary 11.2.
COc1cc(/C=C2/SC(=S)N(CCCCCC(=O)O)C2=O)cc(OC)c1OC was read as GPR151 activ -1.2, TEAD-YAP block 4.5, FBW7 activator 0.2 and MITF primary 9.5.
Screening COc1ccc(C(=O)NCc2cccc3ccccc23)cc1[N+](=O)[O-] returned GPR151 activ 2.1, TEAD-YAP block 15.0, FBW7 activator 0.1 and MITF primary 0.7.
COc1ccc(-n2nc3c(c2NC(=O)c2cccc(OC)c2)CS(=O)(=O)C3)cc1 was read as GPR151 activ 2.5, TEAD-YAP block 1.4, FBW7 activator 0.7 and MITF primary 17.1.
`O=C(CSc1ncnc2ccccc12)c1ccco1` gave GPR151 activ -2.0, TEAD-YAP block -13.2, FBW7 activator 0.1 and MITF primary 27.4.
Cc1ccc(NC(=S)N2CCCC2)cc1 was read as GPR151 activ -0.3, TEAD-YAP block -29.0, FBW7 activator 0.0 and MITF primary -3.1.
Screening CCc1cccc2sc(N3CCN(C(=O)Nc4ccccc4Cl)CC3)nc12 returned GPR151 activ 1.5, TEAD-YAP block 4.4, FBW7 activator 0.0 and MITF primary 12.0.
Screening O=C(/C=C/c1ccccc1)NCC1CCCO1 (stereo not given) returned GPR151 activ -1.2, TEAD-YAP block -15.5, FBW7 activator 0.4 and MITF primary 15.8.
For CCCn1c(=O)n(C)c(=O)c2c(SCC(=O)Nc3ccccc3)nc(C(C)(C)C)nc21 the results were GPR151 activ -0.4, TEAD-YAP block 0.5, FBW7 activator -0.1 and MITF primary -0.7.
For C[C@@H]1CN(C(=O)C2CC23CCN(C/C=C/c2ccccc2)CC3)C[C@H](C)O1 (stereo not given in full) the results were GPR151 activ 0.3, TEAD-YAP block -8.7, FBW7 activator 0.1 and MITF primary 4.7.
Screening c1ccc(CN2CCOCCOCCOCCOCC2)cc1 returned GPR151 activ -1.3, TEAD-YAP block 2.7, FBW7 activator 0.1 and MITF primary 10.3.
Screening Cc1cc(C)cc(CN2CCN(c3ccc4c(c3)OCO4)C2=O)c1 returned GPR151 activ -0.8, TEAD-YAP block -10.4, FBW7 activator -0.1 and MITF primary 13.4.
CC(C)CCN1CCN2C(=O)[C@H](Cc3cnc[nH]3)NC(=O)[C@H]2C1 was read as GPR151 activ -0.8, TEAD-YAP block -9.2, FBW7 activator -0.1 and MITF primary 0.4.
Screening CCn1c2ccccc2c2cc(C3C(C(=O)OCC4CCCO4)=C(C)NC4=C3C(=O)CCC4)ccc21 (stereo not given) returned GPR151 activ 0.2, TEAD-YAP block 6.0, FBW7 activator 0.1 and MITF primary -3.9.
Screening O=C(NCc1ccc2[nH]c3c(c2c1)CCCC3)c1cccs1 returned GPR151 activ 0.8, TEAD-YAP block -5.3, FBW7 activator 0.0 and MITF primary 4.5.
Screening CC1(C)CC(=O)CC2=C1OC1=C(CC(=O)CC1(C)C)C21C(=O)Nc2ccccc21 returned GPR151 activ -1.6, TEAD-YAP block 3.0, FBW7 activator -0.1 and MITF primary -13.5.
CCOC(=O)N1CCN(c2ccc(Cl)c(Cl)c2)CC1 was read as GPR151 activ 0.1, TEAD-YAP block -4.4, FBW7 activator 0.0 and MITF primary -14.9.

Reprinted at random: five entries already listed
Screening COc1ccc(C(=O)NCc2cccc3ccccc23)cc1[N+](=O)[O-] returned GPR151 activ 2.1, TEAD-YAP block 15.0, FBW7 activator 0.1 and MITF primary 0.7.
Screening CCc1cccc2sc(N3CCN(C(=O)Nc4ccccc4Cl)CC3)nc12 returned GPR151 activ 1.5, TEAD-YAP block 4.4, FBW7 activator 0.0 and MITF primary 12.0.
COc1ccc(-n2nc3c(c2NC(=O)c2cccc(OC)c2)CS(=O)(=O)C3)cc1 was read as GPR151 activ 2.5, TEAD-YAP block 1.4, FBW7 activator 0.7 and MITF primary 17.1.
Screening c1ccc(CN2CCOCCOCCOCCOCC2)cc1 returned GPR151 activ -1.3, TEAD-YAP block 2.7, FBW7 activator 0.1 and MITF primary 10.3.
For CCCn1c(=O)n(C)c(=O)c2c(SCC(=O)Nc3ccccc3)nc(C(C)(C)C)nc21 the results were GPR151 activ -0.4, TEAD-YAP block 0.5, FBW7 activator -0.1 and MITF primary -0.7.
